Bioassay records: PubChem BioAssay, several laboratories
hgDAF-12 ag – H. glycines DAF-12 receptor agonists, primary screen, cell-based, luminescence, HEK293, GAL4 fusion, UAS-luciferase; Nuclear hormone receptor DAF-12 (Heterodera glycines), GAL4 fusion; HEK293 GAL4-hgDAF12 UAS-luciferase reporter, agonist luminescence; normalized to butyrate control; activation, % at 6.8 µM; actives 1.8% (n = 370,000); AID 687014, 2013;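 active = activation above a cutoff set at the mean of all screened compounds plus 3 SD, cut at about 10% in these data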;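 also: 0% = DMSO wells and 100% = sodium butyrate wells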
ADAM17 inh – ADAM17 inhibitors, primary screen, biochemical, QFRET; AID 720648, 2013; inhibition, % at 6.95 µM; actives 0.83% (n = 370,000); recombinant ADAM17, EDANS/DABCYL FRET peptide cleavage; Disintegrin and metalloproteinase domain-containing protein 17 (Homo sapiens), P78536;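 active = inhibition above the mean of compounds lying between control limits plus 3 SD, set per campaign, cut at about 8.5% in these data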;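 also: 0% = DMSO-only wells as the low control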
Rev-erbA mod – modulators of Rev-erb alpha DNA binding, primary screen, biochemical, FITC-DNA, fluorescence polarization, uHTS; AID 1259318, 2017; actives 0.79% (n = 370,000); Rev-erbα–FITC-DNA binding, 90 min; activity, % at 10 µM; Nuclear receptor subfamily 1 group D member 1 (Homo sapiens), P20393;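 active = activity above about 14%, limit read from the data; passing the limit was not always enough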;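 also: 0% = DMSO wells with 35 nM protein and 100% = DMSO wells with 750 nM protein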
Target sequence (P20393 whole entry, looked up): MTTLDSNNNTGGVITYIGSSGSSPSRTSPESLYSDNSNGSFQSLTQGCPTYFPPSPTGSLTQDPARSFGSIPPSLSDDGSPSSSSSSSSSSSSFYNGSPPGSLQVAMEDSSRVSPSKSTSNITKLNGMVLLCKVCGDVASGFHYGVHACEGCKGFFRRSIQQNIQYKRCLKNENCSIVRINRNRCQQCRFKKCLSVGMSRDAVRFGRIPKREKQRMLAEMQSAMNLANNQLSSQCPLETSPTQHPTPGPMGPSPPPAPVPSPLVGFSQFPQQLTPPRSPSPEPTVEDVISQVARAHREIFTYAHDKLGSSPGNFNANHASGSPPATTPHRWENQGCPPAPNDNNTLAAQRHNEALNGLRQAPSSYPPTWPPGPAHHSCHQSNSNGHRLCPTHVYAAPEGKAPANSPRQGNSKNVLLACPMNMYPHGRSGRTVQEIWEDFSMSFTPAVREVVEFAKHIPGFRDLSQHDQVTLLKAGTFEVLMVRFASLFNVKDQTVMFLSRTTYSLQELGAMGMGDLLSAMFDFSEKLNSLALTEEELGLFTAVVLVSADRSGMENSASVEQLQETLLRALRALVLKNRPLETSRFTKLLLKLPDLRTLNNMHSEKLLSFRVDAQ
DAX1 inh-1 – DAX1 (NR0B1) inhibitors, primary screen, cell-based, HEK293, Gal4-DAX1, luciferase luminescence | Nuclear receptor subfamily 0 group B member 1 (Homo sapiens), P51843 | HEK293 Gal4-DAX1 luciferase reporter | inhibition, % at 6.75 µM | actives 0.99% (n = 340,000) | AID 504766, 2011;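 active = inhibition above the mean over all tested compounds plus 3 SD, cut at about 4.2% in these data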;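 also: 0% = DAX1-transfected cells with DMSO and 100% = empty-vector control cells with DMSO; inhibition shows as a rise in luminescence from relieved DAX1 repression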
Target sequence (P51843 207-470 limits assumed): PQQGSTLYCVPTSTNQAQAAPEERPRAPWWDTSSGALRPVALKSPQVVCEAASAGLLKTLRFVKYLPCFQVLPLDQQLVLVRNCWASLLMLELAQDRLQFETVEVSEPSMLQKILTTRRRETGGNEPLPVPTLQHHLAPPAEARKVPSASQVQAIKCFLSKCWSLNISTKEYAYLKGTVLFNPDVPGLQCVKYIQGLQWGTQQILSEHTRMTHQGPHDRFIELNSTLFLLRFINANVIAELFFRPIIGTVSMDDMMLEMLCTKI
PLCb3 inh – human PLC-beta3 inhibitors, primary screen, biochemical, fluorescence. 1-phosphatidylinositol 4,5-bisphosphate phosphodiesterase beta-3 (Homo sapiens), Q01970. Purified PLC-beta3, fluorogenic substrate. inhibition, % at 12.2 µM. actives 0.18% (n = 370,000). AID 720704, 2013; in the data active = inhibition above about 11%;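 also: 0% = median of compound wells on plate and 100% = full blocker control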
MBD2 inh – inhibitors of MBD2 binding to methylated DNA, primary screen, biochemical, TR-FRET, DNA-binding domain, human | Methyl-CpG-binding domain protein 2 (Homo sapiens), Q9UBB5 | MBD2 binding to methylated oligonucleotide | inhibition, % at 4.4 µM | actives 0.31% (n = 370,000) | AID 686964, 2013; in the data active = inhibition above about 13%
PLC-gamma1 inh – PLC-gamma1 enzyme inhibitors, primary screen, biochemical, fluorescence, purified enzyme; inhibition, % at 12.2 µM; fluorogenic substrate; 1-phosphatidylinositol 4,5-bisphosphate phosphodiesterase gamma-1 (Homo sapiens), P19174; actives 0.84% (n = 370,000); in the data active = inhibition above about 9.5%
ssDAF-12 act – S. stercoralis DAF-12 nuclear receptor activators, primary screen, cell-based, luminescence, HEK293, GRIP1 co-expression, lit1-tk-luc; HEK293 ssDAF-12/GRIP1 lit1-tk-luc reporter; % of 3 µM dafachronic acid response; activation, % at 6.8 µM; actives 1% (n = 370,000);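 active = activation above the mean over all tested compounds plus 3 SD, cut at about 0.9% in these data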;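 also: 0% = DMSO-only wells and 100% = 3 µM delta7-dafachronic acid wells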
SMARCA2 activ – SMARCA2 (BRM) function activators, primary screen, cell-based, luminescence, high throughput; MG213 cells, MMTV-luciferase reporter, dexamethasone, overnight; activation, % at 9.1 µM; actives 1% (n = 370,000); AID 652017, 2013; in the data active = activation above about 7.8%;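 also: 0% = vehicle wells and 100% = reference activator wells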
DAX1 inh-2 – DAX1 (NR0B1) inhibitors on StAR promoter, primary screen, cell-based, luminescence, SF-1 (NR5A1), full-length DAX-1; inhibition, % at 6.8 µM; actives 1.1% (n = 370,000); AID 652010, 2013; HEK293T StAR-luciferase reporter, SF-1/DAX-1 repression relief;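 active = inhibition above the mean over all tested compounds plus 3 SD, cut at about 3.6% in these data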;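 also: 0% = DAX-1 cells with DMSO and 100% = cells lacking DAX-1 with DMSO; higher inhibition means more luminescence from relief of DAX-1 repression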
hcDAF12 agonist – H. contortus DAF-12 nuclear receptor activators, primary screen, cell-based, luminescence, HEK293, lit1-tk-luc reporter; HEK293 hcDAF-12 lit1-tk-luc reporter; 0% DMSO, 100% Δ7-dafachronic acid; activation, % at 6.8 µM; actives 1.4% (n = 370,000); AID 652067, 2013;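 active = activation above the mean of all tested compounds plus 3 SD, cut at about 5.5% in these data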;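 also: 100% = response to 3 µM Δ7-dafachronic acid high control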
* = called active by the depositor; i = inactive; · = not tested or not shown; & = joins results of further samples.

SMILES	hgDAF-12 ag	ADAM17 inh	Rev-erbA mod	DAX1 inh-1	PLCb3 inh	MBD2 inh	PLC-gamma1 inh	ssDAF-12 act	SMARCA2 activ	DAX1 inh-2	hcDAF12 agonist
N#Cc1ccsc1NC(=O)COC(=O)c1ccc(Br)o1	3.9	4	-1	0.0	-13	-6	-7	-0.2	-1	1.4	2.1
Cc1nc2ccc(NC(=O)c3ccco3)cc2s1	12*	0	1	0.6	-2	1	0	-0.9	7	1.5	0.8
CCC(C)(O)c1[nH]c2ccc(C#N)cc2c1C (stereo not drawn)	-0.1	-2	-2	0.6	1	-4	0	-0.4	1	-0.7	-1.4
COc1ccc(C2CCCCCN2C(=O)C2CCN(S(=O)(=O)c3ccc(C)cc3)CC2)cc1 (stereo not drawn)	2.4	0	-3	0.4	0	3	2	-0.8	-7	0.0	-2.1
Cn1c(=N)n(CC(O)c2cccc3ccccc23)c2ccccc21 (stereo not drawn)	8.4	-7	-2	-0.1	-4	3	1	-0.4	1	0.4	2.2
CC(=O)OCc1cc2cc(C)ccc2[nH]c1=O	-1.8	-11	-2	0.6	-16	0	-11	-0.5	-3	-0.4	-0.5
COC(=O)[C@H]1[C@@H](C)N(Cc2ccccc2)C(=O)N[C@H]1c1ccccc1	1.2	0	-5	0.5	2	-6	5	-1.2	0	0.2	-0.5
CN1C(C(=O)Nc2ccccn2)=C(O)c2ccccc2S1(=O)=O	-0.7	0	-1&-2	0.8	-29	6	-12	-0.4	-5	-1.1	-1.0
CC(C)(C)S(=O)N1Cc2cc(C(=O)Nc3ccc(-c4ccccc4)cc3)nc(-c3cccc(-c4cc5ccccc5o4)c3)c2[C@@H]1CCO (stereo partly drawn)	2.4	-6	6	·	-38	2	-41	-1.1	-1	0.2	0.5
CCOc1ccccc1N(CC(=O)N1CCOCC1)S(=O)(=O)c1ccc(SC)cc1	-1.5	2	-2	0.0	3	4	3	-1.1	-2	-1.0	-1.6
C=CCn1c(CC#N)nnc1N1CCOCC1	4.7	1	-1	2.7	0	-10	-3	-0.8	0	0.3	-1.1
Cc1cc(C(=O)O[C@H]2[C@H](Cc3ccccc3)NS(=O)(=O)[C@H]3C[C@@H]4C=C[C@]23O4)ccc1[N+](=O)[O-]	0.2	2	2	-0.7	6	-5	3	-1.1	2	-0.2	-2.1
O=C(CN1CCOCC1)N1CCN(S(=O)(=O)c2ccccc2)C1c1ccccc1 (stereo not drawn)	-1.5	-4	2	0.1	1	2	-2	-1.8	-1	0.1	-0.3
Cc1onc(-c2ccccc2Cl)c1C(=O)NNC(=O)C1CCN(Cc2ccccc2)CC1	-5.5	-1	8	2.4	-1	0	1	-1.8	4	0.4	1.0
Cc1cc(NC(=O)c2cccc(S(=O)(=O)N3c4ccccc4CC3C)c2)no1 (stereo not drawn)	-1.8	-6	-6	-0.6	-11	2	0	-1.6	-4	-0.2	-3.0
O=C(Nc1ccc(SC(F)F)cc1)c1cccc2nc3ccccc3nc12	2.0	-2	-10	1.4	3	4	3	-0.7	-3	0.6	-0.6
Cc1cc(NC(=O)CSc2nc3c(cc2C#N)CCC3)no1	13*	-5	23*	4.7*	-110	-4	-66	-0.6	2	2.6	3.7
O=C(CN(Cc1ccccc1F)C(=O)c1ccco1)NCc1ccc(F)cc1	-3.6	-3	8	0.4	-1	0	-1	-1.3	-1	-1.0	-1.7
CCSc1oc(-c2ccco2)nc1S(=O)(=O)c1ccccc1	0.1	-2	0	-0.3	-11	-3	-10	-1.8	3	-0.5	0.0
CCc1cc(=O)oc2cc(OC(C)C(=O)O)c(Cl)cc12 (stereo not drawn)	-2.1	-41	-4	0.2	-20	0	-11	-1.3	-2	1.0	-1.5

The list goes on; the last 5 above are carried over.
SMILES	hgDAF-12 ag	ADAM17 inh	Rev-erbA mod	DAX1 inh-1	PLCb3 inh	MBD2 inh	PLC-gamma1 inh	ssDAF-12 act	SMARCA2 activ	DAX1 inh-2	hcDAF12 agonist
O=C(Nc1ccc(SC(F)F)cc1)c1cccc2nc3ccccc3nc12	2.0	-2	-10	1.4	3	4	3	-0.7	-3	0.6	-0.6
Cc1cc(NC(=O)CSc2nc3c(cc2C#N)CCC3)no1	13*	-5	23*	4.7*	-110	-4	-66	-0.6	2	2.6	3.7
O=C(CN(Cc1ccccc1F)C(=O)c1ccco1)NCc1ccc(F)cc1	-3.6	-3	8	0.4	-1	0	-1	-1.3	-1	-1.0	-1.7
CCSc1oc(-c2ccco2)nc1S(=O)(=O)c1ccccc1	0.1	-2	0	-0.3	-11	-3	-10	-1.8	3	-0.5	0.0
CCc1cc(=O)oc2cc(OC(C)C(=O)O)c(Cl)cc12 (stereo not drawn)	-2.1	-41	-4	0.2	-20	0	-11	-1.3	-2	1.0	-1.5
COCC(=O)Nc1c(C(=O)Nc2ccccc2OC)oc2ccccc12	1.9	0	23	0.5	-4	3	-4	-0.4	5	-0.9	3.2
COc1ccc(CNc2nc(NCc3ccc(OC)cc3)n(S(C)(=O)=O)n2)cc1	-3.4	-3	-4	0.4	0	-4	2	-0.8	-1	-0.7	-1.3
Cc1[nH]n(C)c(=O)c1N=Nc1ccc(S(C)(=O)=O)cc1	-2.0	2	0	0.8	-2	-6	3	-1.8	-8	-0.6	-1.6
CN(CCCCN1CCOCC1)Cc1nc(-c2ccc3c(c2)OCO3)no1	3.5	-1	-4	1.1	-5	-1	2	-1.2	1	2.8	1.8
CC1CCCCC1NC(=O)COC(=O)c1ccccn1 (stereo not drawn)	0.4	0	-2	0.3	4	1	3	-0.2	5	0.3	2.0
COc1ccc(C(C(=O)NC(C)(C)C)N(C(=O)CNC(=O)c2cccs2)c2cccnc2)cc1OC (stereo not drawn)	0.6	4	0	-0.8	-4	-4	2	-0.7	0	0.4	-0.1
O=C(Cn1cnc2c(nnn2Cc2ccccc2F)c1=O)N1CCN(c2ccccc2)CC1	0.3	-3	-1	-1.1	-7	-1	3	-2.1	-4	-0.2	-0.5
Cc1ccc(OCCNC(=O)C2CC(=O)N(c3ccc(C)cc3)C2)cc1 (stereo not drawn)	-2.9	1	-2	0.0	3	-6	7	-1.5	3	0.5	-1.1
COc1ccccc1CNC(=O)c1cccc(S(=O)(=O)N(C)c2ccccc2)c1	-0.7	3	-4	-0.6	-5	1	1	-1.6	-3	-3.8	-1.8
COC(=O)Cc1c(O)ccn(Cc2ccc(Cl)c(Cl)c2)c1=O	1.4	0	-3	0.6	-2	-3	2	-1.6	3	-0.7	-0.9
CC(=O)NCCc1nc2ccccc2[nH]1	0.1	-2	-3	0.4	2	-4	2	-0.9	0	-1.5	-2.0
CCCCCC(=O)Nc1ccc2oc(-c3ccncc3)nc2c1	-1.1	-86	-4	-0.8	i	2	i	-1.3	1	-0.4	-2.8
CCCc1nc2n[nH]c(N)c2c2c1CCC2	-1.7	0	2	0.5	-8	4	-5	-1.2	1	-0.2	-1.3
Cc1c(Cl)cccc1S(=O)(=O)N1CCC(C(=O)NNC(=O)C2CC2)CC1	-3.1	-3	-6	0.6	-1	0	0	-0.6	-2	0.5	-1.1
Cc1ccc(C(=O)NC(C)C(c2cccs2)N2CCCC2)s1 (stereo not drawn)	0.3	-1	0	0.0	2	2	1	-1.1	-1	0.3	-0.7
CCCN1C(=O)c2ccccc2NC1c1ccc(Br)cc1 (stereo not drawn)	-2.7	-395	-2	-0.6	-439	1	-301	-1.5	-3	-0.3	0.0
CC1(C)C(=O)Nc2ccccc2N1C(=O)CSc1ncccn1	1.0	1	-6	-1.1	-2	-9	0	-0.8	-1	0.1	-0.3
COc1ccc(/C=C2\SC(=N)N(c3ccc(F)cc3)C2=O)cc1OC	-0.9	-2	-6	-0.1	-4	-6	-6	-1.7	1	-0.4	-0.4
Cc1ccc(-c2cnc(NCc3cc4c(cc3[N+](=O)[O-])OCO4)n2C)cc1C	-2.3	3	3	0.9	0	-4	-1	-0.6	3	0.0	1.0
N=c1oc2ccccc2cc1C(=O)NCc1ccccc1	2.9	-24	1	0.2	-15	-6	-4	-0.3	-1	0.9	1.4
COc1ccc2[nH]c(=O)c(CN(C)C(=O)c3cccs3)cc2c1	-2.4	-61	6	-1.1	-30	5	-17	-1.2	-3	-0.2	-0.9
COc1ccc2c(c1)C(SCC(=O)NCCc1ccccc1)CC(C)(C)O2 (stereo not drawn)	-3.2	-2	-3	-2.0	-4	1	2	0.2	-1	-0.7	0.8
CCSc1nnc(Nc2ccccc2)s1	7.1	-6	-3	2.3	2	0	-1	-0.8	3	0.7	2.0
OCC1(Cc2ccccc2Cl)CCN(C/C=C/c2ccccc2)CC1	2.3	2	-2	-1.8	2	-1	2	-0.7	-1	0.0	-0.1
CC1Oc2ccccc2N(CC(=O)N2CCCC2)C1=O (stereo not drawn)	-1.4	0	2	-0.3	-1	-3	2	-0.6	0	-0.5	-0.7
Nc1ccc(Cl)cc1C(=O)OCC(=O)NC1CCS(=O)(=O)C1 (stereo not drawn)	0.0	-394	1	0.3	-383	1	-264	-0.7	4	-0.1	-0.8
O=C(CC1(C(F)(F)F)OCCO1)Nc1ccc2c(c1)OCO2	2.5	-3	4	0.5	8	-3	1	-0.3	1	0.1	-0.5
CS(=O)(=O)c1ccc2nc(NC(=O)CS(=O)(=O)Cc3ccccc3)sc2c1	0.3	2	-1	0.9	2	0	1	-1.6	-3	0.0	0.7
